CHRM5 PAM – human M5 muscarinic receptor positive allosteric modulators, primary screen, CHO-K1 cells, Fluo-8 calcium fluorescence; activation, % at 3 µM; 360,000 compounds, 0.3% hits; CHO-K1 hM5, ACh EC20 PAM; 0% = ACh EC20, 100% = ACh EC100;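 active means activation above the run cutoff, the mean activation of all test compounds plus 3 SD, cut at about 18% in these data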
Target sequence (P08912 whole entry, looked up): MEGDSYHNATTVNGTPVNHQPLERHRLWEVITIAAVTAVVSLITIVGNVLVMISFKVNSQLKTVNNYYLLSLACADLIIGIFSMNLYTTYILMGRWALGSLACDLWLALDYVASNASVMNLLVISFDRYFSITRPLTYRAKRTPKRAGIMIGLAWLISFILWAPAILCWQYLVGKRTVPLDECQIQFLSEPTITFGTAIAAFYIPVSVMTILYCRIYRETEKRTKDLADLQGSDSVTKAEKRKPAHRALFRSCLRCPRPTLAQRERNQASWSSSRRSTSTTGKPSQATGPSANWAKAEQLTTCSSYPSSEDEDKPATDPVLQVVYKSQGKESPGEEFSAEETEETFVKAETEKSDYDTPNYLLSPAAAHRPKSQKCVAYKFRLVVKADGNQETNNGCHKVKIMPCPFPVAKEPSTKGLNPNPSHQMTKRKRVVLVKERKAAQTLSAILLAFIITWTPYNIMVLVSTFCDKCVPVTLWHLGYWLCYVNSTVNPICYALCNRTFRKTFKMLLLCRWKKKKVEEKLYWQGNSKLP
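system = human M5 receptor in CHO-K1 cells | reagent = EC20 acetylcholine as agonist stimulus | compound dosing = single-point, 3 µM nominal | incubation = Fluo-8 loading 80 min at 37 °C plus 30 min room temperature | detection = Fluo-8 calcium dye fluorescence, kinetic read | benchmarks = low control EC20 acetylcholine (0%), high control EC100 acetylcholine (100%)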
CHRM1 antagonist – human M1 muscarinic receptor antagonists, primary screen, CHO-K1 cells, Fluo-8 calcium fluorescence, 1536-well | Muscarinic acetylcholine receptor M1 (Homo sapiens), P11229 | CHO-K1 hM1, ACh EC80 antagonist | inhibition, % at 3 µM | 360,000 compounds, 1.3% hits | AID 588852, 2011;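 active means percent inhibition above its own plate's cutoff, namely the mean of that plate's compound wells plus 3 SD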;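 further: peak over basal fluorescence ratio during 140 s after agonist addition; 0% = ACh EC80 plus DMSO and 100% = DMSO alone without agonist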
Target sequence (P11229 whole entry, looked up): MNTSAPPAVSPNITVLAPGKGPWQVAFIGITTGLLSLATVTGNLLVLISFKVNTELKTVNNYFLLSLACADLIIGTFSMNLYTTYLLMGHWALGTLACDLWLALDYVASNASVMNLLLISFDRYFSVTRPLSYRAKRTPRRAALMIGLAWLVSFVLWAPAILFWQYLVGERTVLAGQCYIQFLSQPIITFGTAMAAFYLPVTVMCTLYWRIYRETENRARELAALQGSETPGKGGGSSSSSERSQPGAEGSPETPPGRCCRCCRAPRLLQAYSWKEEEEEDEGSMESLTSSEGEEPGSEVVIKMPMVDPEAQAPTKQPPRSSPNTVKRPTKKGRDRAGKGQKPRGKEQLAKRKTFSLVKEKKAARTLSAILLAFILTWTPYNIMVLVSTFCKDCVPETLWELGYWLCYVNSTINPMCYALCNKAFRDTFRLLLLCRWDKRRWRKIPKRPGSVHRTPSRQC
M4 PAM – human M4 muscarinic receptor positive allosteric modulators, primary screen, CHO-K1 cells, Fluo-8 calcium fluorescence | 360,000 compounds, 0.4% hits | CHO-K1 hM4/Gqi5, ACh EC20; 0% = ACh EC20, 100% = maximal ACh | Muscarinic acetylcholine receptor M4 (Homo sapiens), P08173 | activation, % at 3 µM;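 active means activation above its plate's cutoff, the mean activation of sample wells plus 3 SD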; further: some results filed as inactive read as strong as hits
M4 ag – human M4 muscarinic receptor agonists, primary screen, CHO-K1 cells, Fluo-8 calcium fluorescence. Muscarinic acetylcholine receptor M4 (Homo sapiens), P08173. CHO-K1 hM4/Gqi5; vehicle 0%, full acetylcholine response 100%. activation, % at 3 µM. 360,000 compounds, 0.14% hits;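 active means activation above the run mean over all test wells plus 3 SD, cut at about 32% in these data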;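 further: peak over basal fluorescence ratio per well then scaled between controls; 0% = DMSO wells and 100% = acetylcholine at EC100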
M5 ag – human M5 muscarinic receptor agonists, primary screen, CHO-K1 cells, Fluo-8 calcium fluorescence; Muscarinic acetylcholine receptor M5 (Homo sapiens), P08912; CHO-K1 hM5 cells; 0% DMSO wells, 100% maximal acetylcholine response; activation, % at 3 µM; 360,000 compounds, 0.19% hits; AID 624037, 2012;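 active means activation above the run's mean over test compounds plus 3 SD, cut at about 23% in these data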;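 further: signal is peak over basal fluorescence ratio across the kinetic read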
M1 PAM – human M1 muscarinic receptor positive allosteric modulators, primary screen, CHO-K1 cells, Fluo-8 calcium fluorescence, 1536-well. CHO-K1 hM1, ACh EC20; 0% = ACh EC20, 100% = maximal ACh. activation, % at 3 µM. 360,000 compounds, 0.088% hits; in the data active means activation above about 19%, passing the limit was not always enough
CHRM4 antagonist – human M4 muscarinic receptor antagonists, primary screen, CHO cells, Fluo-8 calcium fluorescence; CHO-hM4 cells, ACh EC80; inhibition, % at 3 µM; 360,000 compounds, 0.73% hits; AID 624125, 2012; Muscarinic acetylcholine receptor M4 (Homo sapiens), P08173;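 active means inhibition above its plate's cutoff, the mean inhibition of sample wells plus 3 SD, cut at about 27% in these data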;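 further: 0% = acetylcholine EC80 with DMSO and 100% = DMSO without agonist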
CHRM5 antagonist – human M5 muscarinic receptor antagonists, primary screen, CHO cells, Fluo-8 calcium fluorescence; Muscarinic acetylcholine receptor M5 (Homo sapiens), P08912; CHO-hM5 cells, ACh EC80; inhibition, % at 3 µM; 360,000 compounds, 0.59% hits;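 active means inhibition above a per-plate cutoff, the mean of that plate's test compounds plus 3 SD, cut at about 27% in these data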;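 further: 0% = acetylcholine EC80 with DMSO and 100% = DMSO without agonist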
CRFBP-R2 agonist – agonists of CRF-BP/CRF-R2 complex, primary screen, cell-based, HEK293, calcium dye fluorescence, uHTS. calcium dye fluorescence (FLIPR); percent of saturating CRF peptide response. 350,000 compounds, 0.46% hits. activation, % at 13.2 µM. CRF-binding protein / CRF receptor 2 complex (human);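 active means activation of at least 50%, plus an integration ratio under a set limit after plate pattern correction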;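 further: plate controls were neutral control wells without compound for no effect and CRF at EC100 for full effect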
Starred values were filed as active, the others as inactive; . = not tested or not shown.

Values run as follows: CHRM5 PAM, CHRM1 antagonist, M4 PAM, M4 ag, M5 ag, M1 PAM, CHRM4 antagonist, CHRM5 antagonist, CRFBP-R2 agonist
> CCn1cc(CCC(=O)O)c(C)n1
→ -8, 8, 7, 7, 1, -1, -10, 16, 0.3
> NC(=O)c1ccsc1NC(=O)Cc1ccc([N+](=O)[O-])cc1
→ 6, -7, 1, 4, 5, 9, 0, 0, -1.5
> CC/C(=N/NC(=O)c1ccccc1)c1ccc(OCCN2CCOCC2)cc1
→ 0, -4, -5, 1, 1, 3, 12, 0, 2.7
> COc1ccc(C2CC(c3cccs3)=NN2C(=O)CSc2nc3c(cnn3-c3ccccc3)c(=O)[nH]2)cc1 (stereo not drawn)
→ 2, 6, 7, 0, 1, 0, -11, 4, -1.2
> Cc1ccc(CSc2ccc(S(=O)(=O)N3CCCC3)cn2)cc1
→ -18, 9, -4, -1, -10, -12, 4, 10, 0.8
> CS(=O)(=O)N(CC(=O)N1CCN(Cc2ccccc2)CC1)c1cccc(Cl)c1
→ -1, -12, 1, 3, -2, 12, -3, 4, 3.4
> Nc1nonc1-c1nc2ccccc2n1CC(=O)N/N=C\c1ccc(-c2ccc(Cl)cc2)o1
→ 4, -9, 7, 1, 3, 1, -3, -5, 1.6
> CC(C)CCC(C(=O)O)C(C)CC(=O)Nc1ccn(-c2ccccc2)n1 (stereo not drawn)
→ 7, -16, 20, 1, -1, 8, 7, 6, 0.5
> CN(C)S(=O)(=O)c1cccc(NC(=O)COC(=O)c2cn(-c3ccccc3)nc2-c2ccccc2)c1
→ -14, 12, -5, 4, -1, -3, -1, 18, 7.0
> COc1ccc(Cn2nnnc2C(c2cc3cc(C)cc(C)c3[nH]c2=O)N2CCOCC2)cc1 (stereo not drawn)
→ -3, -2, 2, 2, 3, -1, 7, -4, 2.4
> O=C(CSc1nnc(COc2ccccc2)o1)NCCc1ccccc1
→ -1, -5, 0, 3, 0, -4, 2, 2, -0.9
> O=C(CN1C(=O)c2ccc([N+](=O)[O-])cc2C1=O)NCC1CCCO1 (stereo not drawn)
→ 6, -3, 11, 1, -1, 3, -3, 7, -0.8
> CCCCNc1cc(NC(C)=O)cc2cc(OC)c(OC)cc12
→ -4, -3, -3, 0, 0, -3, 11, 12, 1.7
> O=C(Cn1cc(C(F)(F)F)ccc1=O)NCc1ccc(F)cc1
→ 1, -3, -7, 0, -1, 3, -3, 9, -0.8
> O=C(N/N=C/c1ccc2c(c1)OCO2)c1sc2cc(Cl)ccc2c1Cl
→ 7, -2, 4, 1, 0, 4, 2, -2, 1.2
> CC(=O)c1cccc(NC(=S)NC(=O)Cc2ccccc2)c1
→ -1, -4, 13, 1, -1, 2, -3, -6, 0.4
> O=C(Cc1cccc(NC(=O)C2CCN(C(=O)C3CCC3)CC2)c1)Nc1cccc(C(=O)N2CCOCC2)c1
→ 4, -3, 1, 0, 1, 1, 1, 4, -0.4
> COc1ccc(-n2cnnc2SCC(=O)c2ccc(S(=O)(=O)N3CCOCC3)cc2)cc1
→ 6, -2, -3, 1, -1, 3, 3, -9, -0.5
> Cn1c(NCc2cccc(Br)c2)nc2ccccc21
→ -10, -8, -4, 1, -9, 0, 8, 1, -0.7
> Cc1cc(C)c(OCC(=O)Nc2ccc(N3CCOCC3)cc2)c(Br)c1
→ -1, -10, -3, 0, -5, 5, 4, -11, .
> CCCCN(C)CCCNC(=O)C1(O)c2ccccc2NC(=O)N1c1ccc(Cl)cc1 (stereo not drawn)
→ 2, -3, 4, 2, -4, 2, 1, 3, -0.1
> Brc1ccc(-c2csc(N3CCC(c4ccccc4)C3)n2)cc1 (stereo not drawn)
→ 3, -8, 17, 0, 1, 8, 6, -7, 0.5
> COc1ccc(-c2cc(C)no2)cc1S(=O)(=O)Nc1cccc(C)c1
→ 4, 2, 0, 5, 6, 0, -13, -12, -1.6
> COc1ccc(CCNC(=O)CSc2nnc(-c3ccccc3)o2)cc1OC
→ 4, -6, 23, 1, 1, 15, -1, 1, -0.5
> Brc1ccccc1-c1nnc(COc2ncnc3ccccc23)o1
→ 1, -9, -11, 3, 6, 2, 8, 2, -1.0
> Nc1nc(-c2ccccc2)cn1N
→ 2, -3, 2, 0, 1, 1, 1, -4, -1.0
> COc1ccc(Cc2c(-c3ccccc3)nc3ccc(Cl)cn23)c(C)c1
→ -4, -5, -6, 1, 0, -4, 5, 15, .
> Cc1noc(C)c1COc1ccc(C(=O)N(C)CCOc2ccccc2)cc1
→ 8, -2, 3, 6, 2, 6, 0, -2, 0.3
> C=CCOc1cccc(/C=C\c2nc(O)c([N+](=O)[O-])c(=O)[nH]2)c1
→ -3, -14, 1, 1, -1, 9, 5, 7, -0.1
> NC(=O)C1=C[C@@H](c2ccc(C(F)(F)F)cc2)C[C@@H](OCCCCO)O1
→ 6, 4, 4, 2, 2, -2, -4, 10, -1.6

Molecules above that contain a CF3 group, in the order listed:
Values run as follows: CHRM5 PAM, CHRM1 antagonist, M4 PAM, M4 ag, M5 ag, M1 PAM, CHRM4 antagonist, CHRM5 antagonist, CRFBP-R2 agonist
> O=C(Cn1cc(C(F)(F)F)ccc1=O)NCc1ccc(F)cc1
→ 1, -3, -7, 0, -1, 3, -3, 9, -0.8
> NC(=O)C1=C[C@@H](c2ccc(C(F)(F)F)cc2)C[C@@H](OCCCCO)O1
→ 6, 4, 4, 2, 2, -2, -4, 10, -1.6

Next section
SMILES | CHRM5 PAM | CHRM1 antagonist | M4 PAM | M4 ag | M5 ag | M1 PAM | CHRM4 antagonist | CHRM5 antagonist | CRFBP-R2 agonist
CCOc1ccc(CN(C)CC(=O)Nc2cc(C)c(C)cc2[N+](=O)[O-])cc1 | 7 | -4 | 10 | 1 | 3 | 4 | -14 | 3 | 1.7
Cc1cc(=O)[nH]c2[nH][nH]c(=O)c12 | 1 | -10 | 7 | 0 | 2 | 8 | 4 | 6 | -0.6
CCOC(=O)CNc1ncc([N+](=O)[O-])cc1C#N | -2 | -17 | 1 | 1 | 1 | 10 | 0 | 0 | 0.0
Cc1cccc(N2CCN(C(=O)CCS(=O)(=O)c3ccc4c(c3)oc(=O)n4C)CC2)c1C | -7 | -3 | -3 | 6 | -4 | 0 | -8 | 15 | -1.3
O=C(Nc1cccc(S(=O)(=O)N2CCCCCC2)c1)C1CCN(C(=O)c2ccc(F)cc2)CC1 | -7 | 3 | -3 | 13 | 1 | -2 | 1 | 6 | -0.9
C=CCOC(=O)CCCC(=O)NC1CCCCC1 | 5 | -19 | 19 | 1 | -3 | 12 | -3 | -12 | -0.7
O/N=C1/CCc2cccc3cccc1c23 | 1 | 11 | 2 | 2 | -2 | -4 | -3 | -2 | 3.4
CC1NC(=O)c2ccccc2-n2c1nc1ccc(F)cc1c2=O (stereo not drawn) | 3 | -4 | 4 | 1 | 2 | -1 | -4 | -3 | .
CCCCCOC(=O)C1=C(C)Nc2ncnn2C1c1cccs1 (stereo not drawn) | -18 | 27* | -15 | 11 | -1 | -9 | 11 | 12 | 1.1
CC(=O)Oc1cc2c3c(c1)/C(=C1/SC(=S)NC1=O)C(=O)N3C(C)(C)C=C2C | -11 | 1 | 0 | 8 | 1 | -3 | -11 | 9 | -5.9
CCCN1CCC(NC(=S)Nc2ccc(C(=O)OCC)cc2)CC1 | -2 | -3 | 0 | 2 | -4 | -3 | 3 | -1 | 0.2
Cc1ccc2oc(/N=C(\N)NC(=O)C(C)(C)C)nc2c1 | 4 | -9 | 0 | 1 | 3 | 7 | -6 | -1 | 13
Cc1cccn2c(=O)c(C=Nc3ccc(Cl)cc3)c(NCCO)nc12 | -2 | 3 | 6 | 2 | -2 | -1 | 6 | -5 | 2.2
CCc1ccc(OCC(=O)Oc2ccc([N+](=O)[O-])cc2)cc1 | -6 | -26 | -2 | 2 | 5 | 17 | -1 | -3 | 1.5
CCn1c(SCC(=O)Nc2cc(C)on2)nnc1-c1c[nH]c2ccccc12 | -4 | -8 | 0 | 2 | 1 | 1 | -29 | -2 | -1.4
COC(=O)CNC(=O)c1cc(-c2ccncc2)nc2ccccc12 | -5 | -4 | -4 | 2 | -1 | 3 | 16 | 14 | -1.1
CN1CCN(C(=O)c2cccc(S(=O)(=O)N3CCCCC3)c2)CC1 | 3 | -29 | 3 | -1 | -2 | 4 | -11 | -6 | 4.7
CC1Nc2ncnc(N3CCN(c4ccccc4)CC3)c2N(Cc2ccccc2)C1=O (stereo not drawn) | -2 | 1 | -4 | 3 | 5 | 5 | 3 | -2 | -0.3
CCOc1ccccc1CNC(=O)c1nn(C)c2c1CS(=O)(=O)c1ccccc1-2 | -6 | 4 | -7 | 12 | -6 | -7 | -8 | 15 | -2.6
O=C(N/C(=C/c1ccc(F)cc1)C(=O)N1CCOCC1)c1ccccc1 | 14 | -12 | 3 | 1 | 0 | 7 | 3 | 0 | 2.1

Compounds from the list above containing an aryl methoxy group, in the order listed:
SMILES | CHRM5 PAM | CHRM1 antagonist | M4 PAM | M4 ag | M5 ag | M1 PAM | CHRM4 antagonist | CHRM5 antagonist | CRFBP-R2 agonist
COc1ccc(C2CC(c3cccs3)=NN2C(=O)CSc2nc3c(cnn3-c3ccccc3)c(=O)[nH]2)cc1 (stereo not drawn) | 2 | 6 | 7 | 0 | 1 | 0 | -11 | 4 | -1.2
COc1ccc(Cn2nnnc2C(c2cc3cc(C)cc(C)c3[nH]c2=O)N2CCOCC2)cc1 (stereo not drawn) | -3 | -2 | 2 | 2 | 3 | -1 | 7 | -4 | 2.4
CCCCNc1cc(NC(C)=O)cc2cc(OC)c(OC)cc12 | -4 | -3 | -3 | 0 | 0 | -3 | 11 | 12 | 1.7
COc1ccc(-n2cnnc2SCC(=O)c2ccc(S(=O)(=O)N3CCOCC3)cc2)cc1 | 6 | -2 | -3 | 1 | -1 | 3 | 3 | -9 | -0.5
COc1ccc(-c2cc(C)no2)cc1S(=O)(=O)Nc1cccc(C)c1 | 4 | 2 | 0 | 5 | 6 | 0 | -13 | -12 | -1.6
COc1ccc(CCNC(=O)CSc2nnc(-c3ccccc3)o2)cc1OC | 4 | -6 | 23 | 1 | 1 | 15 | -1 | 1 | -0.5
COc1ccc(Cc2c(-c3ccccc3)nc3ccc(Cl)cn23)c(C)c1 | -4 | -5 | -6 | 1 | 0 | -4 | 5 | 15 | .

High-throughput results as filed in PubChem BioAssay.
